Lung fibro prol: antiproliferative effect on LL 47 fibroblasts – human, LL 47 cells, CellTiter-Glo luminescence, primary screen. LL 47 human lung fibroblast viability, ATP luminescence; stronger effect = lower value. 1.1% of 85,000 active. viability, % at 10 µM;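 active means viability at or below 50% in the single dose screen; inactive means viability above 50%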;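 further: compound exposure lasted 72 h before the ATP readout; 100% = median luminescence of untreated cell-only wells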
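Test system: LL 47 human lung fibroblasts / Incubation: 72 h compound exposure at 37 °C after overnight plating / Technique: luminescent ATP detection, CellTiter-Glo / Compound dosing: 0.1% DMSO in all compound wells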
ERa SRC1 pot: enhancers of ERα–SRC-1 coactivator binding, primary screen, biochemical, TR-FRET, ERα LBD, low estradiol | Estrogen receptor (Homo sapiens), P03372 | 1.3% of 86,000 active | coactivator binding (% of control), % at 25.6 µM | TR-FRET ERalpha-LBD/SRC-Cy5 coactivator binding, 2 h; 100 = basal binding, no effect | AID 639, 2007; in the data active means activity above about 200%;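 further: binding measured in presence of low estradiol as agonist stimulus; 0% = peptide alone without receptor and 100% = receptor with peptide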
Target sequence (P03372 whole entry, looked up, the tested form may be a part): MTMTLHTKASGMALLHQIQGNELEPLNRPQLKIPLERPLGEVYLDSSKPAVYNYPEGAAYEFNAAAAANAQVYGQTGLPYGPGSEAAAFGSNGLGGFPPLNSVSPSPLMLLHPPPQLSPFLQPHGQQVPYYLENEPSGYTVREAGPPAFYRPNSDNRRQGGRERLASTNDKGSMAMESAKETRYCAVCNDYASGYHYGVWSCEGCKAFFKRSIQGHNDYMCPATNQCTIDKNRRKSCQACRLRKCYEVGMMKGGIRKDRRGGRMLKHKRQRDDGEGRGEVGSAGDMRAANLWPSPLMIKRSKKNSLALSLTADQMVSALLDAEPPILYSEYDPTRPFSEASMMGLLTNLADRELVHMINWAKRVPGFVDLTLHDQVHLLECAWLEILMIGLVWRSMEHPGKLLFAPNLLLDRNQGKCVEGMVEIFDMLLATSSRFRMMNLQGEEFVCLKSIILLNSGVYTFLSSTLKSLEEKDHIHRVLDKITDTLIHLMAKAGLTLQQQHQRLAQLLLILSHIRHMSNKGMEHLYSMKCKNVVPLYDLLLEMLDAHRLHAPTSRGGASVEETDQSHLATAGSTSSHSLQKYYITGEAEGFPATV
Mac1 fbg inh: inhibitors of CD11b/CD18 adhesion to fibrinogen, primary screen, K562 cells, luminescence. Integrin beta-2 (Homo sapiens) + Integrin alpha-M (Homo sapiens), P05107+P11215. ATPlite luminescence; Mn2+ added to activate the integrin. inhibition, % at 10 µM. 0.54% of 93,000 active;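 active means primary inhibition of 50% or more at 10 µM, then 40% or more on retest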; further: some results filed as inactive read as strong as hits
HUVEC inhibit: inhibitors of HUVEC proliferation, primary screen, cell-based, 384-well; viability, % at 10 µM (by protocol); 1.1% of 86,000 active; CellTiter-Glo luminescence, 72 h; stronger effect = lower value; AID 648, 2007;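 active means viability at or below 30%; inactive means viability above 30%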;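 further: 100% = median luminescence of DMSO-only cell control wells on each plate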
Mac1 fbg enh: enhancers of CD11b/CD18 adhesion to fibrinogen, primary screen, K562 cells, luminescence | Integrin beta-2 (Homo sapiens) + Integrin alpha-M (Homo sapiens), P05107+P11215 | ATPlite luminescence | activation, % at 10 µM | 0.07% of 93,000 active;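 active means 10 µM primary screen giving 50% or more activity, confirmed by 40% or more on retest at that dose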; further: strong numbers were not always called active
ERa SRC1 inh: ERα–SRC-1 coactivator interaction inhibitors, primary screen, biochemical, TR-FRET, ERα LBD, estradiol-bound; AID 629, 2007; inhibition, % at 25.6 µM; 1.7% of 86,000 active; Estrogen receptor (Homo sapiens), P03372; TR-FRET ER-alpha LBD / SRC-1 peptide; in the data active means inhibition above about 50%;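 further: 0% = receptor plus peptide control and 100% = peptide only without receptor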
CYP2C19 inhib: blockers of cytochrome P450 2C19 activity – biochemical, luminescence, ADME assay, primary screen; P33261; inhibition, % at 5 µM; 21% of 96,000 active; CYP2C19 Supersomes, luciferin-H EGE luminescence, 30 min;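 active means CYP2C19 inhibition above a set limit at 5 µM in the primary screen, cut at about 50% in these data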;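 further: plate controls were negative control wells for no effect and 2.5 mM tranylcypromine positive control for full effect; values of inactives mirror those of a sister screen read the other way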
Target sequence (P33261 whole entry, looked up): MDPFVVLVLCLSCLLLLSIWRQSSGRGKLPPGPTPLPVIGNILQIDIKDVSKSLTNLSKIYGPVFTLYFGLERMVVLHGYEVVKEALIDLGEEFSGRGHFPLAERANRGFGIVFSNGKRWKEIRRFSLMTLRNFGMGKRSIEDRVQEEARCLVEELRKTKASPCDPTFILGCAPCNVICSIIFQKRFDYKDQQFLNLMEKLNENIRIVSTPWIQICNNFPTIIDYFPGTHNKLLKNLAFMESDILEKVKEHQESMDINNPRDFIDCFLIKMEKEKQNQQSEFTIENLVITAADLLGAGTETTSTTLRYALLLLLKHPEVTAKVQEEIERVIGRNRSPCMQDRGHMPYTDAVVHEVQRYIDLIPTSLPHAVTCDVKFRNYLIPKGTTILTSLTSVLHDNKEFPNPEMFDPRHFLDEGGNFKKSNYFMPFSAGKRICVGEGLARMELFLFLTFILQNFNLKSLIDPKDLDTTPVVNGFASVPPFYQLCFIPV
H69AR inhibit: proliferation blockers of H69AR lung cancer cells, primary screen, cell-based, human, 86K library; H69AR lung tumor viability, ATP luminescence, 72 h; stronger effect = lower value; viability, % at 10 µM; 6% of 85,000 active; AID 598, 2007;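 active means viability at or below 40%; inactive means viability above 40%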;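 further: multidrug resistant small cell line overexpressing MRP-1 efflux transporter; 100% = mean luminescence of untreated control wells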
CYP2C19 act: human CYP2C19 activators, primary screen, biochemical, luminescence | Cytochrome P450 2C19 (Homo sapiens), P33261 | activation factor at 5 µM | recombinant CYP2C19, luciferin-H EGE luminescence; stronger effect = higher value; 0 = fully inhibited enzyme, 1 = untreated enzyme | 96,000 tested, under 10 active;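 active means activation factor of at least 2 at 5 µM in the primary screen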;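 further: 0 = wells with 2.5 mM tranylcypromine and 1 = vehicle-only wells; values of inactives mirror those of a sister screen read the other way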
* hit, by the source's call; nt = no result given; [ ] = remark or other dose.

SMILES	Lung fibro prol	ERa SRC1 pot	Mac1 fbg inh	HUVEC inhibit	Mac1 fbg enh	ERa SRC1 inh	CYP2C19 inhib	H69AR inhibit	CYP2C19 act
O=C(C1CCC1)N1CCc2cc(S(=O)(=O)Nc3ccc4c(c3)OCCO4)ccc21	106	121[fluorescence artefact?]	nt	116	nt	5[fluorescence artefact?]	2	78	1
CC(=O)Nc1nc2c(c3c1c(=O)oc1ccccc13)CC(C)CC2 (stereo not drawn)	99	227*[fluorescence artefact?]	nt	89	nt	12[fluorescence artefact?]	nt	91	nt
CCOC(=O)c1c(NC(=S)Nc2ccccc2)sc2c1CCCCC2	nt	nt	4	nt	1	nt	14	nt	0.9
CNC(=O)CN1C(=O)NC2(CCc3ccccc32)C1=O (stereo not drawn)	nt	nt	15	nt	-2	nt	25	nt	0.8
CC1CC(C)CN(c2cc(=O)n(Cc3ccc(F)cc3)c(=O)[nH]2)C1 (stereo not drawn)	93	116	3	106	2	6[fluorescence artefact?]	-10	82	1.1
COc1cc(N2CCCC2)c(OC)cc1/C=c1/sc2nc3ccccc3n2c1=O	102	19[fluorescence artefact?]	1	88	13	97*[fluorescence artefact?]	6	96	0.9
Cc1nc2ncnn2c(C)c1Cc1ccccc1Cl	94	108	0	101	-1	-3	87*	97	0.1
Cc1nn(-c2nnc(C)c(=O)[nH]2)c(C)c1SCC(=O)Nc1ccc(F)cc1	111	94[fluorescence artefact?]	-4	96	2	-5	-8	nt	1.1
Cc1ccc(-n2c(SCc3ccc(C#N)cc3)nnc2-c2ccccn2)cc1	94	117	-22	97	1	-7	50*	90	0.5
CCCCC1(C)OC(=O)C(=Cc2ccc(N(CC)CC)cc2)C(=O)O1 (stereo not drawn)	nt	nt	9	nt	0	nt	54*	nt	0.5
CC(=O)c1cccc(NC(=O)NC2CCCCC2)c1	110	95	2	94	-4	0	7	98	0.9
CSCC[C@H](NC(=O)OC(C)(C)C)c1nnc(SCC(=O)N(C)C)o1	94	89[fluorescence artefact?]	10	100	3	1[fluorescence artefact?]	3	90	1
CCCCN1CC(C(=O)NCc2ccc(C)cc2)CC1=O (stereo not drawn)	97	116	-24	94	-1	5[fluorescence artefact?]	2	108	1
CCOC(=O)CN1C(=O)C(O)(C2CCc3ccccc3C2=O)c2ccccc21 (stereo not drawn)	96	108	-10	94	3	-21	73*	58	0.3
O=C(CSc1nnnn1-c1ccccc1)Nc1ccc(N2CCOCC2)c(Cl)c1	97	110	-16	94	-2	-7	1	79	1
CC1CN(c2ncnc3c2oc2ccccc23)CC(C)O1 (stereo not drawn)	97	113	-13	93	1	8[fluorescence artefact?]	8	73	0.9
O=C(Nn1cnnc1)c1cc2c(s1)CCCC2	103	91	-22	104	-1	0	22	94	0.8
COc1ccc(CC(NC(C)=O)C(=O)NC2CCN(c3nnnn3-c3ccccc3)CC2)cc1 (stereo not drawn)	93	96	-5	87	-6	-2	-17	66	1.2
COc1ccc(S(=O)(=O)NC(C)C(=O)Nc2ccccc2C(F)(F)F)cc1 (stereo not drawn)	102	88	2	98	0	19[fluorescence artefact?]	33	91	0.7
COCC(=O)N(CCc1ccc(OC)cc1)Cc1nc2ccccc2c(=O)[nH]1	93	101	-8	83	3	0[fluorescence artefact?]	47	90	0.5
O=C(CCNS(=O)(=O)c1cccs1)N1CCc2ccccc2C1	109	103	nt	91	nt	-16	59*	95	0.4
N#CC1=C(N)C(C#N)(C#N)C(c2cccnc2)C2CCCC=C12 (stereo not drawn)	85	80[fluorescence artefact?]	-6	72	0	-23[fluorescence artefact?]	11	97	0.9
c1ccc(OCc2nn3c(C4CCCCC4)nnc3s2)cc1	90	100	-9	103	-3	-7	14	91	0.9
CCOC(=O)c1nn(-c2ccccc2)c(C)c1C(C)=O	nt	nt	0	nt	-2	nt	100*	nt	0

ERa SRC1 inh: hit marks shown above.
SMILES,ERa SRC1 pot,Mac1 fbg inh,Mac1 fbg enh,ERa SRC1 inh,CYP2C19 inhib,CYP2C19 act
COc1cc(N2CCCC2)c(OC)cc1/C=c1/sc2nc3ccccc3n2c1=O,19[fluorescence artefact?],1,13,97*[fluorescence artefact?],6,0.9

Further records.
SMILES	Lung fibro prol	ERa SRC1 pot	Mac1 fbg inh	HUVEC inhibit	Mac1 fbg enh	ERa SRC1 inh	CYP2C19 inhib	H69AR inhibit	CYP2C19 act
CC(CCc1ccccc1)NC(=O)c1ccco1 (stereo not drawn)	102	91	nt	97	nt	-12	nt	93	nt
COc1ccc(Cl)cc1NC(=O)c1nc2nc(C)cc(C(F)F)n2n1	98	200[fluorescence artefact?]	-5	85	5	11[fluorescence artefact?]	-18	80	1.2
Cc1ccc(S(=O)(=O)N2CCCC(C(=O)NCc3ccco3)C2)cc1Cl (stereo not drawn)	99	102	nt	101	nt	-17	nt	75	nt
Nn1c(COc2cccc(Br)c2)nnc1SCC(=O)N1CCc2ccccc2C1	106	92	-2	77	-1	-7	52*	94	0.5
CCN(CC(O)Cn1c2ccccc2c2ccccc21)S(=O)(=O)c1ccc(F)cc1 (stereo not drawn)	95	107	-4	81	0	-4	100*	18*	0
Cc1c(NC(=O)c2cc3ccccc3o2)c(=O)n(-c2ccccc2)n1C	99	96	18	104	-3	-8	-14	101	1.1
Cc1cccc(OCC(=O)Nc2ccc3c(c2)nc(CCN2CCN(C)CC2)n3C)c1	95	87	0	95	-1	1	4	63	1
Cc1nn(Cc2ccccc2)c2c1C(c1ccccc1)C(C#N)=C(N)O2 (stereo not drawn)	99	110	nt	95	nt	-5	nt	76	nt
Cc1ccc(C(=O)O)cc1NC(=S)NC(=O)C(c1ccccc1)c1ccccc1	nt	nt	-13	nt	-1	nt	10	nt	0.9
CCOC(=O)N1CCN(C(=O)c2ccc(-n3c(=S)[nH]c4ccccc4c3=O)cc2)CC1	95	88	nt	100	nt	-12	nt	98	nt
Cn1cnnc1SCCn1c(N2CCCCC2)nc2c1c(=O)[nH]c(=O)n2C	101	104	-11	90	5	2	8	96	0.9
COc1cc(-c2cc(C(=O)O)c3c(OC)c(OC)c(OC)cc3n2)ccc1O	99	100	5	106	-1	-8[fluorescence artefact?]	18	90	0.8

Molecules above with a thiophene ring, fused or not:
SMILES	Lung fibro prol	ERa SRC1 pot	Mac1 fbg inh	HUVEC inhibit	Mac1 fbg enh	ERa SRC1 inh	CYP2C19 inhib	H69AR inhibit	CYP2C19 act
CCOC(=O)c1c(NC(=S)Nc2ccccc2)sc2c1CCCCC2	nt	nt	4	nt	1	nt	14	nt	0.9
O=C(Nn1cnnc1)c1cc2c(s1)CCCC2	103	91	-22	104	-1	0	22	94	0.8
O=C(CCNS(=O)(=O)c1cccs1)N1CCc2ccccc2C1	109	103	nt	91	nt	-16	59*	95	0.4

The list continues:
SMILES	Lung fibro prol	ERa SRC1 pot	Mac1 fbg inh	HUVEC inhibit	Mac1 fbg enh	ERa SRC1 inh	CYP2C19 inhib	H69AR inhibit	CYP2C19 act
Cc1ccc(-c2nc3ccccn3c2NCc2ccc3c(c2)OCO3)cc1	93	96[fluorescence artefact?]	nt	78	nt	3	80*	77	0.2
O=C(CCCC1=NS(=O)(=O)c2ccccc2N1)N1CCN(c2ccc(Cl)cc2)CC1	94	96	nt	87	nt	-5	nt	80	nt
COCCNC(=O)c1c(N)n(-c2cccc(C)c2)c2nc3ccccc3nc12	95	103	9	79	4	1	30	41	0.7
Cc1[nH]nc2c1C(c1ccsc1)C(C#N)=C(N)O2 (stereo not drawn)	nt	nt	6	nt	0	nt	4	nt	1
COc1cccc(-n2c(C)nc3c(cnn3-c3ccc(C)cc3)c2=O)c1	91	109	6	106	4	-7	6	92	0.9
CCn1c(=O)cc(OCC(=O)NCc2cccnc2)c2ccccc21	103	108	4	83	-1	5[fluorescence artefact?]	-10	94	1.1
COc1ccc(-c2nnc(SCC(=O)Nc3ncc(C)s3)n2-c2ccccc2)cc1OC	82	83	8	58	0	11	62*	17*	0.4
Fc1ccc(Oc2nc(-c3ccccc3)nnc2C(F)(F)F)cc1	nt	nt	-2	nt	1	nt	44	nt	0.6
CC(C)(C)NC(=O)NC(=O)COC(=O)CCC1CCCCC1	nt	nt	17	nt	-2	nt	-5	nt	1
CCOc1ccccc1NC(=O)N1CCC(c2nc3ccc(C)cc3[nH]2)CC1	97	119	-3	85	-2	-5	24	47	0.8
CCCN1CCN(C(c2cc3cc(OCC)ccc3[nH]c2=O)c2nnnn2C2CCCCC2)CC1 (stereo not drawn)	91	121	-1	87	0	-1	4	96	1
Cc1ccc(S(=O)(=O)Nc2cc(C(=O)Nc3cc(C)cc(C)c3)ccc2Cl)cc1	nt	nt	42	nt	-2	nt	57*	nt	0.4

Some of these compounds in order of heavy-atom count, largest number first.
SMILES	Lung fibro prol	ERa SRC1 pot	Mac1 fbg inh	HUVEC inhibit	Mac1 fbg enh	ERa SRC1 inh	CYP2C19 inhib	H69AR inhibit	CYP2C19 act
Cc1ccc(S(=O)(=O)Nc2cc(C(=O)Nc3cc(C)cc(C)c3)ccc2Cl)cc1	nt	nt	42	nt	-2	nt	57*	nt	0.4
CCOc1ccccc1NC(=O)N1CCC(c2nc3ccc(C)cc3[nH]2)CC1	97	119	-3	85	-2	-5	24	47	0.8
CC(C)(C)NC(=O)NC(=O)COC(=O)CCC1CCCCC1	nt	nt	17	nt	-2	nt	-5	nt	1

Other compounds
SMILES	Lung fibro prol	ERa SRC1 pot	Mac1 fbg inh	HUVEC inhibit	Mac1 fbg enh	ERa SRC1 inh	CYP2C19 inhib	H69AR inhibit	CYP2C19 act
CC(NC(=O)CSc1nnc(COc2ccccc2)o1)c1ccccc1 (stereo not drawn)	95	109[fluorescence artefact?]	2	89	-1	-3	82*	87	0.2
Cc1nnc(SCCn2c(N3CCN(c4ccccc4)CC3)nc3c2c(=O)n(C)c(=O)n3C)s1	94	114	nt	104	nt	0	nt	91	nt
COC(=O)c1cc(NC(=O)c2cccc(C(F)(F)F)c2)c(=O)oc1C/C=N/OCc1cccc(Cl)c1Cl	99	113	16	79	1	3[fluorescence artefact?]	-5	13*	1.1
COC(=O)c1cccc(NC(=O)CSc2nc(=O)cc(N)n2-c2ccccc2)c1	94	80[fluorescence artefact?]	2	100	-1	50[fluorescence artefact?]	9	92	0.9
O=C(Cn1ncc2c1-c1ccccc1OC2)N1CCN(Cc2ccc3c(c2)OCO3)CC1	98	103[fluorescence artefact?]	1	88	-2	1	8	85	0.9
O=C1CCSc2ccc(Cl)cc2N1Cc1ccc(Cl)cc1	nt	nt	15	nt	-2	nt	20	nt	0.8
Cc1nc(CS(=O)(=O)c2ccc(Cl)cc2)cc(Sc2ccccc2Cl)n1	nt	nt	-4	nt	8	nt	52*	nt	0.5
COc1ccc(-c2oc3ncn(Cc4ccco4)c(=N)c3c2-c2ccc(OC)cc2)cc1	nt	nt	8	nt	0	nt	34	nt	0.7
CCCCC(=O)c1ccc(O)cc1	102	85	4	86	-6	-5	24	116	0.8
CC(C)NC(=O)CCCn1c(=S)[nH]c2cc3c(cc2c1=O)OCO3	99	104	-4	100	2	-5	-10	105	1.1
O=c1cc(N2CCCCC2)c(-c2ccccc2)nn1Cc1ccc(Cl)cc1	nt	nt	-11	nt	6	nt	-3	nt	1

High-throughput results: PubChem, several laboratories
